Statin myotox sup – suppression of simvastatin myotoxicity; C2C12 myotubes + simvastatin, ATP luminescence, 48 h; scaled: DMSO 0, geranylgeraniol control 100; rescue of ATP level, % at 7.49 µM; actives 0.78% (n = 330,000); AID 602340;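 active = mean ATP rescue above about 67%, or every replicate alone reaching that limit, limit read from the data, passing the limit was not always enough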;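 also: myotubes were challenged with 10 µM simvastatin during compound exposure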
esBAF inh – inhibitors of esBAF chromatin remodeling in mouse ES cells; Bmi1-luciferase knock-in reporter, 24 h; 100% = twice the neutral-well signal; reporter increase, % at 12.5 µM; actives 2% (n = 350,000); AID 602393; in the data active = activation above about 40%;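 also: 0% = median of the plate's neutral control wells and 100% = double that signal; a rise in the Bmi1 reporter signal indicates esBAF inhibition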
* marks the source's active call; other numbers are inactive results.

Values run as follows: Statin myotox sup	esBAF inh
COc1ccccc1C1CC(=O)NC(C)=C1C(=O)OCC1CCCO1 (centres undefined)
→ 5	-3
O=C(O)c1ccccc1SCC(=O)N1CCCCC1
→ -2	-1
CCc1ccc(C(=O)Nc2ccc(S(=O)(=O)Nc3nc(C)cc(C)n3)cc2)o1
→ -19	-8
CCOc1ccccc1-c1nc(C(N)=O)c2[nH]c(=O)n(-c3ccccc3)c2n1
→ -3	-4
O=C(COC(=O)CCNS(=O)(=O)c1ccc2c(c1)OCCO2)NC1CCCc2ccccc21 (centres undefined)
→ 2	-3
O=C(N/N=C/C=C/c1ccccc1)C1CC1(c1ccccc1)c1ccccc1 (centres undefined)
→ 10	15
COc1ccccc1N1CCN(C(=O)C2c3ccccc3Oc3ccccc32)CC1
→ -102	-1
COc1ccc(C(=O)Oc2c(C)occc2=O)cc1OC
→ -12	1
Cc1noc(C)c1S(=O)(=O)N(C)C[C@@H]1Oc2ccc(NS(C)(=O)=O)cc2C(=O)N([C@H](C)CO)C[C@@H]1C
→ 12	2
CCCOc1cccc(C2C(C(=O)c3ccco3)=C(O)C(=O)N2CCN(CC)CC)c1 (centres undefined)
→ 0	7
O=C(NCc1ccco1)C1CCN(S(=O)(=O)N2CCC3(CC2)OCCO3)CC1
→ -7	2
O=C(CSc1nnc(-c2ccc(O)cc2)n1Cc1ccco1)N1CCc2ccccc2C1
→ 1	5
Cc1ccc(S(=O)(=O)NC(C)(C)CSc2nnc(N)s2)cc1
→ 0	-2
CCOC(=O)C(Cc1ccccc1)C(=O)Nc1ccccc1C (centres undefined)
→ 7	-6
O=C(COc1cccc2c1CCNC2=O)Nc1cccc(C(F)(F)F)c1
→ 17	4

Full records, looked up by structure:
O=C(COC(=O)CCNS(=O)(=O)c1ccc2c(c1)OCCO2)NC1CCCc2ccccc21 (centres undefined) reads Statin myotox sup: 2; esBAF inh: -3
O=C(N/N=C/C=C/c1ccccc1)C1CC1(c1ccccc1)c1ccccc1 (centres undefined) reads Statin myotox sup: 10; esBAF inh: 15

Carrying on.
Values run as follows: Statin myotox sup	esBAF inh
CC(C)c1ccc(NS(=O)(=O)c2ccc3[nH]cc(C(=O)N4CCC(C(N)=O)CC4)c(=O)c3c2)cc1
→ 4	-3
CCOC(=O)c1ccc(-n2c(=S)sc3c(=O)[nH]c(C)nc32)cc1
→ 15	-5
CN(C)c1ccc(C(=S)N2CCOCC2)cc1Br
→ -7	-4
CC(C)CC(c1nnnn1CC1CCCO1)N1CCN(c2cccc(Cl)c2)CC1 (centres undefined)
→ -8	-7
CCCOC(=O)Nc1ccccc1C(N)=O
→ -3	-4
CC[C@]1(C(=O)OC)[C@H]2C(=O)N(Cc3ccccc3)C(=O)[C@H]2[C@H]2CN(C)C(=NCc3ccccc3)N21
→ 5	5
Cc1cc(NC(=O)CCC(=O)N(c2ccccc2)C(C(=O)NC2CCCCC2)c2cccs2)no1 (centres undefined)
→ 34	1
C/C(=N\O)c1ccc2[nH]ccc2c1
→ 9	28
Cc1c(C)n(C(=O)CSc2nccn2C)c2ccccc12
→ 7	-6
COc1ccc(CN2CCCC(C(=O)N3CCCCC3)C2)c(OC)c1 (centres undefined)
→ -11	3
CCN1C(=O)[C@H]2[C@@H](c3ccc(-c4ccc(C(C)=O)cc4)cc3)N[C@@](C)(C(=O)OC)[C@H]2C1=O
→ 9	2
CCS(=O)(=O)Nc1ccc(-c2nnc(SCC(=O)c3cccc(OC)c3)o2)cc1
→ -25	1
Cc1ccc(OCCCn2c(=O)sc3ccccc32)cc1
→ -5	15
CCN(CC)CCCN1C(=O)CSC1c1ccc2c(c1)OCO2 (centres undefined)
→ 10	-7
COc1ccc(NC(=O)CCN2CC(C)OC(C)C2)c(OC)c1 (centres undefined)
→ -2	-4

6 entries already listed, arranged by length of the SMILES, falling.
Values run as follows: Statin myotox sup	esBAF inh
CC[C@]1(C(=O)OC)[C@H]2C(=O)N(Cc3ccccc3)C(=O)[C@H]2[C@H]2CN(C)C(=NCc3ccccc3)N21
→ 5	5
CCS(=O)(=O)Nc1ccc(-c2nnc(SCC(=O)c3cccc(OC)c3)o2)cc1
→ -25	1
CCOC(=O)c1ccc(-n2c(=S)sc3c(=O)[nH]c(C)nc32)cc1
→ 15	-5
COc1ccc(CN2CCCC(C(=O)N3CCCCC3)C2)c(OC)c1 (centres undefined)
→ -11	3
COc1ccc(NC(=O)CCN2CC(C)OC(C)C2)c(OC)c1 (centres undefined)
→ -2	-4
C/C(=N\O)c1ccc2[nH]ccc2c1
→ 9	28

The results go on.
Values run as follows: Statin myotox sup	esBAF inh
CC(C)C(C(=O)NCC1CCCO1)N(Cc1ccco1)C(=O)CNS(=O)(=O)c1ccccc1 (centres undefined)
→ -9	0
N#Cc1nc(-c2ccc(Cl)cc2)oc1NCc1cccc2c1OCO2
→ 46	-6
CC(Oc1cccc(Br)c1)C(=O)NNC(=O)c1ccccn1 (centres undefined)
→ 7	-14
O=C(CCn1cccc1)Nc1cccc(F)c1
→ -8	4
O=C(Cn1nnc2ccccc2c1=O)Nc1cc(C(F)(F)F)ccc1N1CCOCC1
→ -7	0
Cc1cc(Cl)ccc1OCC(=O)NCc1ccncc1
→ 3	62*
O=C(NCc1ccco1)c1cccc2ccccc12
→ 7	4
O=C(c1cccs1)N1CCOCC1
→ 3	-6
CCCC(=O)c1ccc(N2CCN(C(=O)c3ccccc3Br)CC2)c(F)c1
→ 7	-10
COC(=O)c1ccccc1OCC(=O)N1CCN(c2ccc(F)cc2)CC1
→ 12	-1
COc1cccc(/C=N/NC(=O)c2ccc(-c3ccccc3)cc2)c1O
→ 27	2
COc1cccc(Cn2c(-c3nonc3N)nc3ccccc32)c1
→ -92	-16
O=c1oc(-c2cccc(S(=O)(=O)N3CCOCC3)c2)nc2ccccc12
→ 6	-4
CCOC(=O)COn1c(=O)c(=O)n(O)c2ccccc21
→ -8	6
COC(=O)c1ccc(C2SCC(=O)N2Cc2ccccc2)cc1 (centres undefined)
→ -1	1
CCCCC(CC)CNC(=O)C1C2C=CC(C2)C1C(=O)O (centres undefined)
→ 10	-9
CSc1nc(Oc2ccc(F)cc2F)cc(C(F)(F)F)n1
→ -7	4
Cc1ccc(C)c(-n2c(SCC(=O)NCC3CCCO3)nnc2-c2ccoc2C)c1 (centres undefined)
→ 6	-4
CC(=O)C1=C(O)C(=O)N(C)C1c1ccccc1F (centres undefined)
→ -1	-7
CCN(CC(=O)NC1CCCCCC1)S(=O)(=O)c1ccccc1
→ 11	10
O=C(NCC1OCCc2ccccc21)C1COc2ccccc2O1 (centres undefined)
→ -5	-5
O=C(NNC(=O)c1ccccc1-n1cccc1)c1ccc(Cl)c(Cl)c1
→ 9	-13
CC1(C)C2CCC(C2)C1(C)NC(=O)CN1CCOCC1 (centres undefined)
→ 1	-12
COc1ccc(C2CC(=O)c3cnc(N4CCN(Cc5ccccc5)CC4)nc3C2)cc1 (centres undefined)
→ 8	0
COc1ccc2c(c1OC)C(=O)N(c1ncn[nH]1)C2
→ -17	-4
N#CC1=C2C=CC=CN2CC1=O
→ 9	9
COc1ccc2c(c1)[C@H]1[C@H](CO2)[C@H](c2ccccc2)[C@]2(C)C(=O)Nc3cc(Cl)ccc3C(=O)N12
→ -22	4
CCOC(=O)Cc1csc(NC(=O)CSc2nncn2C)n1
→ 6	0
O=C(OCc1nc2ccccc2[nH]1)C12CC3CC(CC(C3)C1)C2
→ 6	-9
CO/N=C(\Cn1ncc(NC2CCCCC2)c(Br)c1=O)c1ccc(Cl)cc1
→ 25	-1

Grouped by structure, the entries above with a cyano group (two)
Values run as follows: Statin myotox sup	esBAF inh
N#Cc1nc(-c2ccc(Cl)cc2)oc1NCc1cccc2c1OCO2
→ 46	-6
N#CC1=C2C=CC=CN2CC1=O
→ 9	9

The list continues.
Values run as follows: Statin myotox sup	esBAF inh
COc1cccc(-c2cc(C(=O)NCc3ccc(Cl)cc3)no2)c1
→ -10	1
O=C(Nc1ccc(N2CCOCC2)cc1)C1CCN(S(=O)(=O)Cc2ccccc2)CC1
→ -19	-5
CCn1c(=O)cc(SCC(=O)NCc2ccc(C)o2)c2ccccc21
→ -50	-9
CCOC(=O)c1ccc(NC(=O)c2cc(S(=O)(=O)N3CCOCC3)ccc2O)cc1
→ 5	-5
CCOC(=O)c1c(NC(=O)COC)sc(C)c1C
→ 1	-2
COc1ccccc1NS(=O)(=O)c1ccc(C(=O)Nc2ncccc2O)cc1
→ -34	-14
COc1ccc2c(c1)[C@@H]1[C@H](CO2)[C@H](c2ccccc2)[C@]2(C)C(=O)Nc3ccc(C)cc3C(=O)N12
→ 15	6
CCN(CC)S(=O)(=O)c1ccc2[nH]cc(C(=O)NCCC3=CCCCC3)c(=O)c2c1
→ 12	-19
CCN(CC(=O)Nc1ccc([N+](=O)[O-])cc1OC)c1ccccc1
→ 1	2
CCOc1ccc2c(c1)-c1c(ssc1=S)C(C)(C)N2
→ -31	-7
COc1cc2c(cc1NC(=O)c1cccc(Br)c1)CCCC2
→ -17	1
COc1ccc(NC(=O)C(c2ccc(Cl)cc2)C(C)C)cn1 (centres undefined)
→ -2	-7
COc1cccc(C2c3c(-c4cc(Cl)c(C)cc4O)n[nH]c3C(=O)N2Cc2cccnc2)c1 (centres undefined)
→ 9	2
COc1ccc(N2C(=O)CCC(C(=O)N3CCCCC3)C2c2ccc(OC)c(OC)c2)cc1 (centres undefined)
→ 4	7
COc1cccc(N2CCN(C3CC(=O)N(c4ccc(Cl)cc4)C3=O)CC2)c1 (centres undefined)
→ -10	-8
COc1ccc(N2CCN(c3oc(-c4ccco4)nc3C#N)CC2)cc1
→ 19	0
CN(C)/C=C(/C(=O)c1ccc(Cl)cc1)S(=O)(=O)c1ccccc1
→ -4	2
CC(=O)Nc1cccc(N2C(=O)CC(Cc3ccccc3)C2=O)c1 (centres undefined)
→ 23	2
CCOC(=O)c1c(C)n(C)c2ccc(OCC(O)CN3C(=O)c4ccccc4S3(=O)=O)cc12 (centres undefined)
→ -37	-18
COc1ccc(S(=O)(=O)N2CCCC(C(=O)Nc3ccc(NC(=O)c4ccccn4)cc3)C2)cc1 (centres undefined)
→ 3	24
Cc1ccc(N(C(C)C(=O)Nc2ccc3c(c2)OCO3)S(C)(=O)=O)cc1 (centres undefined)
→ 4	-2
OC(COc1ccc2ccccc2c1)Cn1ccnc1 (centres undefined)
→ 10	9
CN1CCN(c2nc(-c3ccncc3)nc3ccccc23)CC1
→ 50	-4
O=c1[nH]c2cc3c(cc2cc1CN(Cc1ccc2c(c1)OCO2)Cc1nnnn1CC1CCCO1)OCO3 (centres undefined)
→ 41	-2
CC12c3ccccc3C(c3ccccc31)C1C(=O)N(Cc3cccnc3)C(=O)C12 (centres undefined)
→ 11	0
COc1cccc(NC(=O)c2ccnc(N3CCC(C(=O)NCc4cc(OC)ccc4OC)CC3)c2)c1
→ -11	9
O=C(NCCc1c[nH]c2ccccc12)c1c(Cl)nc2sccn12
→ 20	22
CC(C)OCCCNc1nc2c([nH]1)c(=O)n(C)c(=O)n2C
→ -16	-4
CC(C)[C@H](NC(=O)Nc1ccc(Oc2ccccc2)cc1)C(=O)O
→ 1	-7
Cc1cc(C)cc(NC(=O)CCn2ccnc2C)c1
→ -8	-5
COc1ccc(N2CCN(c3ncccn3)CC2)cc1
→ -6	32
CCCCc1c(O)nc(SCC(=O)N2CCCCC2)n(-c2ccccc2C)c1=O
→ -8	1
O=C(CSc1nnc(Cc2ccccc2)o1)NC1CC2CCC1C2 (centres undefined)
→ 4	-3
O=C1C2N=NN(CC(=O)N3N=C(c4cccc5ccccc45)CC3c3ccccc3)C2C(=O)N1c1ccccc1 (centres undefined)
→ -10	3
COc1ccc([C@H]2CC(=O)C=C(c3ccccc3)C2)cc1
→ 4	3
OC1(c2ccccc2)C/C(=N\n2cnnc2)C=C1c1ccccc1 (centres undefined)
→ 0	-6
CCOC(=O)N1CCN(C(=O)c2ccccc2-c2ccccc2)CC1
→ -72	-8
O=C(O)c1cnc(-c2ccccc2)nc1Sc1ccc(Cl)cc1Cl
→ -3	-5
Cc1cc(C(O)c2ncc(-c3ccccc3)[nH]2)ccc1F (centres undefined)
→ -2	13
O=C(c1ccc2c3c(cccc13)CC2)N1CCOCC1
→ 5	7
O=C(CSc1nnc(Cc2cccs2)n1-c1ccccc1)NC1CCCCC1
→ 9	-4
Cc1ccc(-c2ccc(=O)n(CCC(=O)NCc3ccccn3)n2)cc1
→ -6	-4
COC(=O)c1sccc1NC(=O)Cn1cnc2c1c(=O)n(C)c(=O)n2C
→ -4	-3
Cc1ccc(CN(C(=O)c2c(F)cccc2F)C2CC(C)(C)NC(C)(C)C2)o1
→ -12	-4
c1ccc2c(c1)Cn1nc(Cc3nc4c(s3)CCCC4)nc1-2
→ -5	35

Entries listed so far shown as hits in esBAF inh:
compound	esBAF inh
Cc1cc(Cl)ccc1OCC(=O)NCc1ccncc1	62*

Additional compounds
Values run as follows: Statin myotox sup	esBAF inh
CCOC(=O)C1CCN(C(=O)CSC2=NCCS2)CC1
→ 11	14
COCCNc1nc(-c2ccccc2CO)c2sc(-c3ccccc3)cc2n1
→ -25	-18
Cc1ccc(-n2cc(C(=O)c3ccccc3O)cn2)cc1
→ -10	-30
CCN(CC(=O)NC(C)C)C(=O)c1ccc(S(=O)(=O)N(C)c2ccccc2OC)cc1
→ 10	3
COc1ccc(OC)c(NC(=O)CSCC(=O)O)c1
→ 5	-3
CCc1nc(SCC(=O)c2ccc(Cl)s2)c2oc3ccccc3c2n1
→ -1	-6
O=C(c1oc2ccccc2c1N1CCCCC1)N1CCCCC1
→ -2	-6
CCCC(=O)Nc1ccccc1NC(=O)CN(C)S(=O)(=O)c1ccccc1
→ 5	-4
COc1ccc(C)cc1S(=O)(=O)Nc1ccccc1C
→ 24	4

Screening data as filed in PubChem BioAssay.

A portion of the library, so the mix of outcomes need not match the whole.
